# NS5 inhibitors = flavivirus cap methylation enzyme inhibition – biochemical, confirmation dose response, primary screen (AID 588689); Dengue-2 NS5 methyltransferase capping enzyme assay, biochemical; higher % means a stronger effect; one-dose inhibition, % at 25 µM; IC50 in µM for titrated hits; hit rate 0.3% among 340,000; in the data active means a potency from the dose series; inconclusive means inhibition above about 29% without an active follow-up result
# PhoP inhibition = inhibitors of PhoP regulon expression, primary screen, Salmonella Typhimurium, GFP reporter (AID 1863) | S. Typhimurium PhoP-regulated promoter GFP reporter, 4 h; higher % means a stronger effect | inhibition, % at 50 µM; hits with a dose series show IC50 in µM | hit rate 0.16% among 300,000;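 active means inhibition over 29.93%, a cutoff 3 SD above the screen mean, later confirmed by dose response; inconclusive means inhibition over 29.93% but no dose response follow-up; inactive means inhibition at most 29.93% or unconfirmed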;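 further: 0% = low Mg2+ inducing control and 100% = high Mg2+ repressing control; strong numbers were not always called active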
# Rac1 GTP hydrolysis = MgcRacGAP GTPase-activating activity inhibitors, confirmation, biochemical, ADP Hunter fluorescence; one-dose inhibition, % at 30 µM; IC50 in µM for titrated hits; hit rate 0.6% among 340,000; MgcRacGAP-stimulated Rac1 GTP hydrolysis, ADP Hunter fluorescence; higher % means a stronger effect; GST-tagged Rac1 F28L mutant substrate;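 active means first-screen hits whose inhibition reached a set limit at any dose in the follow-up dose series; inconclusive means inhibition above the set first-screen limit but never retested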;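 further: fluorescence reports GDP produced by GAP-driven GTP hydrolysis; strong numbers were not always called active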
# NTR1 agonist = agonists of NTR1, primary screen, imaging, U2OS cells, beta-arrestin-GFP, high content (AID 493036); P30989; NTR1-U2OS beta-arrestin-GFP spot imaging, agonist mode; activation, % at 20 µM; hit rate 0.17% among 330,000;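 active means activation at or above 40% of the spot to cytoplasm intensity ratio, with at least 20 cells analyzed; inconclusive means wells under 20 cells, flagged as cytotoxic or low count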;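 further: 0% = DMSO without peptide and 100% = 100 nM NTR1 peptide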
# Target sequence (P30989 whole entry, looked up): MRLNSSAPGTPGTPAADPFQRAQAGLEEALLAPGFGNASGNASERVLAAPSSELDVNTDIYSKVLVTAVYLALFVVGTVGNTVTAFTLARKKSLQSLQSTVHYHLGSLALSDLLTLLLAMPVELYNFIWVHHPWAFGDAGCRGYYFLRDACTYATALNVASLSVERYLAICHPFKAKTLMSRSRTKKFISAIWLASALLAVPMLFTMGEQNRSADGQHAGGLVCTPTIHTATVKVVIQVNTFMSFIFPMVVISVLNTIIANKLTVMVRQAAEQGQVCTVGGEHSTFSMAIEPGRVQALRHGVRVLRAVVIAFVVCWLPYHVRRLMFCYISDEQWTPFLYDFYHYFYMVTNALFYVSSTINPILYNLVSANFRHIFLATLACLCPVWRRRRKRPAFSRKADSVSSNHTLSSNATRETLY
# RSV antiviral HEp-2 = inhibition of RSV-induced cytopathic effect – HEp-2 cells, primary 10 µM value included (AID 2391); HEp-2 cells, RSV-induced CPE inhibition; higher % means a stronger effect; one-dose CPE inhibition, % at 10 µM; IC50 in µM for titrated hits; hit rate 0.13% among 310,000; in the data active means a potency from the dose series; inconclusive means CPE inhibition mostly from about 23% at the one dose, without a potency; inactive means the rest, 99 in 100 with CPE inhibition below about 21%; further: strong numbers were not always called active
# SV40 large T antigen = SV40 large T antigen inhibitors, biochemical (AID 1903). hit rate 0.39% among 310,000. SV40 large T antigen ATPase/helicase inhibition assay; higher % means a stronger effect. inhibition, % at 20 µM, or IC50 in µM where a hit was titrated; in the data active means a potency from the dose series; inconclusive means inhibition mostly from about 32% at the one dose, without a potency; inactive means the rest, 99 in 100 with inhibition below about 32%; further: strong numbers were not always called active
# UTI89 phage lysis = inhibition of K1F phage lysis, E. coli UTI89, bacterial capsule biogenesis inhibitors, alamar blue (AID 488966); E. coli UTI89 K1F phage lysis, alamar blue, 2 h; higher % means a stronger effect; one-dose inhibition, % at 100 µM; IC50 in µM for titrated hits; hit rate 0.02% among 340,000;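 active means phage lysis inhibition, versus mean bacterial control, above a set limit; inconclusive means no clear call, values can overlap the other calls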;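 further: capsule biogenesis inhibitors block K1F phage lysis so surviving cells raise fluorescence; higher fluorescence means more inhibition of phage lysis; actives were called in the ten point dose series up to 300 µM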
# T cell HTS = T cell immune modulation candidate; calls only at 7 µM; 2C CD8+ T cell-vesicle binding, flow cytometry; stronger effect = lower value; hit rate 0.068% among 330,000;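 active means response, share of CD8 T cells binding vesicles, and their 90th percentile fluorescence all below set limits, cut at about 80% in these data, passing the limit was not always enough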
#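 Material: murine 2C transgenic CD8+ T lymphocytes / Also added: QL9-peptide-loaded Drosophila micro-vesicles bearing Ld, ICAM-1 and B7-1 / Schedule: binding step 1.5 h, 37 °C, antibody labelling 20 min, ice / Signal: flow cytometry, PE anti-B7-1 (FL2) versus Alexa647 anti-CD8 (FL8), PFA-fixed / Evaluation: percent CD8+ FL2 mean versus row control / Benchmarks: naked versus QL9-loaded vesicles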
# West Nile antiviral = West Nile virus antiviral activity, cell-based, CPE readout (AID 1621). West Nile virus-infected cells, CPE inhibition; higher % means a stronger effect. CPE inhibition, % at 10 µM; hits with a dose series show IC50 in µM. hit rate 0.02% among 290,000; in the data active means a potency from the dose series; inconclusive means CPE inhibition mostly from about 3.7% at the one dose, without a potency; inactive means the rest, 99 in 100 with CPE inhibition below about 2.2%; further: strong numbers were not always called active
# T cell HTS vesicle-bound % = also measured in T cell HTS; calls as there; double positive events, %; measured here: CD8+ vesicle-bound cell fraction;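 binding gate set so that unloaded-vesicle control wells show 10% double positive cells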
# NTR1 agonist cell count 20 µM = further read-out of NTR1 agonist, marked with its call; cell count; measured here: cell count, cytotoxicity flag
# NS5 inhibitors pilot replicate = recorded beside NS5 inhibitors, whose call it bears; inhibition, %; measured here: pilot screen replicate inhibition
# The depositor's hits bear a star; i = inactive; ? = inconclusive; . = not tested or not shown; [ ] = another dose, or the depositor's remark.
SMILES,NS5 inhibitors,PhoP inhibition,Rac1 GTP hydrolysis,NTR1 agonist,NTR1 agonist cell count 20 µM,RSV antiviral HEp-2,SV40 large T antigen,UTI89 phage lysis,T cell HTS,T cell HTS vesicle-bound %,West Nile antiviral,others
O=C(Nn1c(O)c(C=C2N=c3ccccc3=N2)sc1=S)c1ccc(Cl)cc1,-1%,31%,3%,9.1,70,0.6%,-10%,9.1%,i,34,.,
CC1=C(C(=O)N(C)CCC#N)C2(CCCCC2)OC1=O,-1%,5%,3%,3.5,40,-0.1%,2%,?,i,56,0.1%,
Fc1c(F)c(C(F)(F)F)c(F)c(F)c1N1CCN(c2ccc3nnc(C(F)(F)F)n3n2)CC1,-3%,16%,6%,25,58,5.0%,18%,0.7%,i,56,-0.3%,
O=C(c1cc2n(n1)C(C(F)(F)F)CC(c1ccc(F)cc1)N2)N1CCCC1 (stereo not given),0%,-8%,7%,0.1,53,4.2%,5%,-0.2%,i,22,-1.0%,
COc1ccccc1NC(=O)CSc1nnc(-c2ccccn2)o1,1%,4%,-3%,0.1,56,1.4%,6%,-0.6%,i,25,-0.3%,
COc1cccc(NC(=O)c2ccc3c(c2)N(C)CCS3)c1,-1%,.,8%,-1.5,95,5.8%,5%,1.6%,i,16,0.2%,
COc1ccccc1N1C(=O)[C@@H]2C(C(=O)CN3C(=O)c4ccccc4C3=O)=NN[C@@H]2C1=O,.,-9%,.,3.0,56,4.8%,8%,.,i,18,0.1%,
O=c1nccc(N/N=C/c2ccccc2O)[nH]1,3%,7%,-4%,1.9,90,20%,5%,-1.8%[50 µM],i,32,-1.1%,
CCOc1ccc(NC(=O)c2ccc3c(c2)N(Cc2ccc(F)cc2)C(=O)CS3=O)cc1 (stereo not given),-8%,1%,1%,-0.7,60,1.4%,3%,0.6%,i,33,0.1%,
CCCC(=O)Nc1ccccc1NC(=O)c1ccc(OC(C)=O)cc1,-8%,0%,11%,-0.5,43,0.1%,15%,0.6%,i,35,0.1%,
COc1cccc(C(=O)Nc2cc3c(cc2Cl)OCCCO3)c1,-3%,-4%,13%,0.8,55,1.8%,8%,3.0%[50 µM],i,48,0.6%,
COc1cc(C(=O)NNC(=S)NC(=O)/C=C/c2ccccc2)cc(OC)c1OC,-3%,22%,5%,-1.9,48,9.6%,14%,-0.7%,i,13,-0.3%,
Cc1ccc(-c2ccc(/C=N/NC(N)=S)o2)cc1,2%,-4%,24%,9.3,33,19%,49%,-0.8%,i,10,0.1%,
COC(=O)Cc1ccc(NC(=S)N2CCC(Cc3ccccc3)CC2)cc1,-2%,-5%,-3%,1.2,65,?,26%,-0.2%,i,54,-0.8%,
COc1cccc(COC(=O)C2CC(=O)N(Cc3ccc(C)cc3)C2)c1OC (stereo not given),3%,-2%,11%,0.3,89,-0.9%,5%,1.1%[50 µM],i,60,.,
COc1cc(/C=C2/C(=N)N3C=CSC3=NC2=O)ccc1OCCCOc1ccccc1C,-2%,5%,6%,2.2,43,0.5%,-2%,-5.6%,i,37,0.1%,
Cc1c(C(=O)N(C)c2ccccc2)oc2c1C(O)CC(C)(C)C2 (stereo not given),-9%,-7%,6%,0.6,60,0.7%,9%,-0.1%,i,53,-0.5%,
Cc1cccc(OCCCn2ccnc2)c1,-9%,10%,3%,1.3,68,-0.9%,-7%,8.8%,i,41,0.6%,
CCOC(=O)C1(Cc2cccc(F)c2)CCN(Cc2cnn(CC)c2)CC1,2%,5%,0%,-0.6,36,-1.3%,-1%,-0.1%,i,35,-0.9%,
NC(=O)C1CCCN(Cc2ccc3ccccc3c2)C1 (stereo not given),2%,0%,15%,0.7,64,1.1%,10%,0.2%,i,60,-0.3%,
CCN(CC)CCCNC1=C(Cl)C(=O)c2ccccc2C1=O,0%,10%,1%,-1.2,44,4.5%,3%,0.2%,i,19,-0.2%,
Cc1cc(C)c2cc(CNC3CCCC3)c(Cl)nc2c1,5%,1%,-3%,1.1,71,-1.6%,13%,0.2%,i,59,-1.0%,
O=C(COc1ccccc1)NNC(=O)c1cc2ccccc2oc1=O,0%,-1%,5%,-2.2,58,2.6%,10%,4.7%,i,41,0.9%,
O=C(N/N=C\c1ccc2c(c1)OCO2)c1cncc(Br)c1,-5%,-5%,8%,0.7,41,-0.6%,3%,0.1%,i,34,0.3%,
Cc1ccc(C(=O)Nc2nc(-c3cccnc3)cs2)o1,-3%,6%,3%,-1.2,52,0.4%,16%,-0.5%,i,59,0.5%,

# The list goes on; it opens with the 2 that closed the last part.
SMILES,NS5 inhibitors,PhoP inhibition,Rac1 GTP hydrolysis,NTR1 agonist,NTR1 agonist cell count 20 µM,RSV antiviral HEp-2,SV40 large T antigen,UTI89 phage lysis,T cell HTS,T cell HTS vesicle-bound %,West Nile antiviral,others
O=C(N/N=C\c1ccc2c(c1)OCO2)c1cncc(Br)c1,-5%,-5%,8%,0.7,41,-0.6%,3%,0.1%,i,34,0.3%,
Cc1ccc(C(=O)Nc2nc(-c3cccnc3)cs2)o1,-3%,6%,3%,-1.2,52,0.4%,16%,-0.5%,i,59,0.5%,
O=C(Oc1ccccc1F)C1CCN(C(=O)c2ccc(F)cc2)CC1,-3%,-2%,4%,1.0,60,2.0%,3%,0.0%[50 µM],i,15,.,
Cc1ccc(C(=O)c2cn(-c3ccc(F)c(Cl)c3)nn2)cc1,-7%,3%,5%,-0.4,95,2.0%,7%,0.7%,i,40,-0.2%,NS5 inhibitors pilot replicate=-6.4
CCC(CO)Nc1ccc(-c2n[nH]c(=O)c3ccccc23)cc1[N+](=O)[O-] (stereo not given),11%,-3%,.,0.6,80,12%,4%,-0.3%,i,36,-0.6%,
CCCn1c(O)c(CN2CCCCC2)c(C)c(C#N)c1=O,26%,-28%,9%,0.3,36,1.4%,-7%,-0.1%,i,54,0.1%,
CCn1cc(S(=O)(=O)CC(=O)Nc2cc(C)ccc2C)c2ccccc21,1%,-4%,0%,-2.0,55,1.2%,4%,5.1%,i,29,0.1%,
Cc1ccc(NCc2ccccc2F)cc1,5%,3%,4%,-0.6,51,0.5%,2%,2.5%,i,21,0.2%,
COCc1nnc(NS(=O)(=O)c2ccc(Br)cc2)s1,-6%,-11%,-1%,-1.2,98,0.2%,22%,-0.9%,i,13,0.4%,
COc1ccc(C)c2sc(N(CCN(C)C)C(=O)/C=C/c3cccs3)nc12,-12%,-18%,8%,26,66,0.7%,23%,1.8%,i,27,-1.3%,
OC(COc1ccc(F)cc1Cl)CN1CCC(Cc2ccccc2)CC1 (stereo not given),-9%,13%,6%,5.2,91,0.9%,-5%,0.2%,i,9,-1.5%,
CCC1CCc2sc(C(=O)NNC(=O)c3ccncc3)cc2C1 (stereo not given),0%,0%,15%,1.4,58,-0.3%,17%,0.5%[50 µM],i,53,.,
CC(C)(C)n1nc2c(c1NC(=O)COc1ccccc1F)CS(=O)(=O)C2,0%,2%,7%,0.2,66,0.3%,7%,0.3%,i,40,-0.3%,
Cc1ccc(N2C(N)=C(C#N)C(c3cccnc3)C3=C2CCCC3=O)cc1 (stereo not given),48%,16%,11%,2.9,35,0.8%,19%,0.3%,i,24,0.0%,
O=C1NCN(CCO)CN1,-11%,-6%,8%,0.5,98,1.4%,16%,0.2%,i,21,0.1%,
Cc1nn(CC(C)C)c(Cl)c1C(=O)N(C)CC(=O)Nc1c(Cl)cccc1Cl,-1%,-2%,10%,0.6,50,1.2%,-3%,0.2%,i,44,0.2%,
CC(C)C(=O)NC(=S)NCC(=O)c1ccccc1,6%,-7%,2%,1.5,47,1.0%,3%,3.1%,i,39,.,
COc1ccc(C(=O)C[N+]2(C)CCOCC2)cc1,22%,-14%,-5%,-0.3,50,0.6%,2%,0.0%,i,6,0.5%,
COc1ccc(CCNC(=O)c2cccn2C)cc1,-6%,-3%,8%,1.0,62,4.2%,2%,0.1%,i,56,0.1%,
Cc1ccc(OCC(=O)NC(=S)Nc2cccc(C)n2)cc1,5%,3%,8%,1.1,65,3.3%,2%,2.1%[50 µM],i,41,0.3%,
CCCOc1ccc(C2c3c(oc4cc(C)c(C)cc4c3=O)C(=O)N2CCCN2CCOCC2)cc1 (stereo not given),-2%,4%,-9%,4.7,57,1.3%,13%,14%,i,27,1.0%,
Cc1cc(C(F)(F)F)nc(SCC(=O)Nc2ccccc2)n1,-5%,-7%,2%,-1.8,83,1.1%,-1%,0.5%,i,43,-0.7%,
O=C(CN1CCN(S(=O)(=O)c2cc(Cl)ccc2Cl)CC1)Nc1ccc2c(c1)OCCO2,3%,9%,13%,2.1,64,2.4%,3%,1.0%,i,21,-0.3%,
Cc1ccccc1NC(=O)CSc1nc(=O)n(CCN2CCOCC2)c2c1CCCC2,1%,-1%,3%,-0.8,55,2.0%,16%,1.3%[50 µM],i,39,.,
CC(=O)c1ccc(N=Nc2c(C)[nH][nH]c2=O)cc1,-4%,.,9%,-0.1,43,9.8%,31%,2.0%,i,21,.,
Cc1cc(NC(=O)c2cc(C)on2)no1,-6%,-1%,1%,1.4,68,.,0%,6.5%,i,26,0.1%,
COc1cccc(/C=C2\SC(=S)N(CC(=O)N(C)C3CCS(=O)(=O)C3)C2=O)c1 (stereo not given),-3%,-9%,1%,0.5,53,-1.1%,17%,-0.2%,i,7,?,
CC[C@@]1(c2cccc(C)c2)C(=O)N(C(=O)OC)N1C(=O)OC,-11%,5%,2%,1.0,84,-0.3%,22%,0.4%,i,56,-0.1%,
O=C1Nc2ccc(F)cc2C12Nc1ccccc1-c1nnc(SCc3ccccc3F)nc1O2 (stereo not given),31µM*,-8%,9%,6.5,41,2.5%,6%,-4.3%,i,17,-0.3%,
Cc1nc2ccccn2c1P(=Nc1ccccc1)(N(C)C)N(C)C,-1%,0%,11%,1.2,53,1.2%,3%,1.4%,.,.,0.1%,
Cc1cc(O)c(C(=O)/C=C/c2c(F)c(F)c(F)c(F)c2F)c(=O)o1,-46%,3%,8%,-0.8,92,14%,5%,0.1%,i,29,?,
COc1ccc(CN2C(=O)C(Cc3ccccc3)Nc3ncnc(N4CCOCC4)c32)cc1 (stereo not given),-6%,8%,-1%,1.2,104,-1.8%,20%,-0.3%,i,16,.,
